# Insulin prom inh – TRM-6 insulin promoter activity inhibition; TRM-6 cells (human fetal islet line), insulin promoter-eGFP reporter, imaging; reporter expression induced with tamoxifen; inhibition, % at 2 µM; 130,000 compounds, 0.9% hits; AID 1273;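 active means inhibition above the mean plus 3 SD, with well images judged a real hit on visual review, cut at about 60% in these data, passing the limit was not always enough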
# SDO1 yeast rescue – sdo1-depleted yeast growth rescue; S. cerevisiae sdo1-depleted JHY4D growth rescue, OD600 30 h; active compounds read high; pdr5 snq2 efflux-pump mutant strain; z-score at 10 µM; 140,000 compounds, 0.21% hits;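 active means z-score above 3 at both the 24 hr and the 30 hr optical density reads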;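 further: z-score against mean and SD of all compound wells on the same plate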
# SDO1 yeast rescue Rescue 24 h – recorded beside SDO1 yeast rescue, whose call it bears; z-score; S. cerevisiae sdo1-depleted JHY4D growth rescue, OD600; measured here: growth rescue at 24 h;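 0 is the plate mean of compound wells and units are plate SD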
# Starred values were filed as active, the others as inactive; x = no result given.
SMILES,Insulin prom inh,SDO1 yeast rescue,SDO1 yeast rescue Rescue 24 h
Cc1ccc(C2C(C#N)=C(N)Oc3n[nH]c(-c4ccccc4)c32)o1 (stereo not given),-18,0.22,0.5
CCCNC(=O)c1ccccc1NC(=O)CSCc1ccc(OC)cc1,14,-0.25,-0.2
CCOC(=O)c1[nH]c2c(c1C)C(=O)CC(c1ccc(F)cc1)C2 (stereo not given),-414,-0.51,0.3
Cc1cccc(C)c1NC(=S)NCCCN1CCCC1=O,-10,2.5,1.4
CCc1ccc(NS(=O)(=O)c2cc(OC)ccc2OC)cc1,x,-0.79,-0.93
COc1ccc(C(=O)NCCCCCC(=O)O)cc1OC,7,-0.53,-1.3
N#CCCn1cc(/C=N/NC(N)=S)c(-c2ccc(-c3ccccc3)cc2)n1,57,x,x
N#C[C@H]1[C@H](c2ccccc2)[C@](C#N)(C(=O)c2ccccc2)[C@@H]2C=Cc3ccccc3N21,x,-1.4,-0.3
O=C(NCC(=O)N(CC1CCCO1)C(C(=O)NC1CCCCC1)c1ccc(F)cc1)c1ccco1 (stereo not given),-107,-0.48,-0.52
Cc1ccc(NC(=S)C2=C(O)c3ccccc3N(C)S2(=O)=O)cc1,8,-0.06,-0.62
Cn1cc(C(=O)c2ccc(Cl)cc2Cl)cc1C(=O)O,-15,1.4,0.73
CCN(CC)C(=O)Cn1cnc2sc(C(=O)N3CCN(c4ccc(F)cc4)CC3)c(C)c2c1=O,12,x,x
O=C(CCCC(=O)OCC(Cl)=C(Cl)Cl)Nc1ccc(F)cc1,12,0.2,-0.29
Cc1ccc(S(=O)(=O)Cc2csc(N)n2)cc1,x,-0.2,-0.89
O=C(CN1CCOCC1)Nc1ccccc1,-7,0.47,-0.57
COc1ccccc1CNC(=O)CCCn1c(=O)c2ccccc2n(CC(=O)NC2CCCC2)c1=O,-13,0.45,0.34
CC(C)c1ccc(NC(=O)C(=O)c2cn(CC(=O)N3CCCCC3)c3ccccc23)cc1,x,-0.63,-0.79
COc1ccc(-n2c(SCC(=O)NCc3cccs3)nnc2-c2ccoc2C)cc1,x,-0.55,-0.18
CCn1nc(CC(=O)Nc2nnc(CC(=O)N3CCCC3)s2)c2ccccc2c1=O,50,0.72,0.04
CCC(=O)N1CC(C)C(=O)Nc2ccccc21 (stereo not given),x,0.34,0.53

# Part of the list above, bar-delimited:
molecule | Insulin prom inh | SDO1 yeast rescue | SDO1 yeast rescue Rescue 24 h
Cn1cc(C(=O)c2ccc(Cl)cc2Cl)cc1C(=O)O | -15 | 1.4 | 0.73
CC(C)c1ccc(NC(=O)C(=O)c2cn(CC(=O)N3CCCCC3)c3ccccc23)cc1 | x | -0.63 | -0.79
O=C(CCCC(=O)OCC(Cl)=C(Cl)Cl)Nc1ccc(F)cc1 | 12 | 0.2 | -0.29

# More compounds follow:
SMILES,Insulin prom inh,SDO1 yeast rescue,SDO1 yeast rescue Rescue 24 h
CCCOC(=O)c1cccc(NC(=O)c2cccnc2)c1,-12,-0.62,-1.2
CCOC(=O)c1c(NS(C)(=O)=O)sc2c1CCC(C)C2 (stereo not given),-36,-0.96,-0.45
COc1ccc(Sc2nc(-c3ccccc3)ncc2OC)cc1,47,x,x
O=c1cc(-c2ccncc2)oc2ccccc12,3,0.84,0.31
Cc1ccc(/C=C/C(=O)OC(C)C(=O)Nc2ncc(Cl)cc2Cl)o1 (stereo not given),7,0.35,0.05
CC(=O)c1ccc(N2CCN(C(=O)CCC(=O)c3cccs3)CC2)cc1,29,x,x
Cn1c(=O)cc(OCC(=O)NCCCN2CCN(c3cccc(Cl)c3)CC2)c2ccccc21,x,-0.29,0.2
CCc1ccc(NC(=O)C2C3/C=C\CCCCC32)cc1 (stereo not given),-23,-0.8,0.03
O=C(CCCN1C(=O)c2ccccc2C1=O)NC1CCCCCC1,-32,1.7,1.1
O=C(CSc1nc(-c2cccs2)cc(C(F)(F)F)n1)Nc1cc(OCC(F)(F)F)cc([N+](=O)[O-])c1,33,-1.3,0.18
Cc1occc1C(=O)Nc1cccc(C(=O)NCc2ccccc2)c1,41,-0.52,-0.24
CN1C(=O)COc2ccc(C(=O)c3oc4ccccc4c3-c3cnc4c(c3)COc3ccccc3-4)cc21,57,-0.42,0.63
CNC(=S)N(Cc1ccco1)Cc1cc2cc3c(cc2[nH]c1=O)OCCO3,56,2.1,2.8
CC1(C#CC[N+]2(C)CCCCC2)CCC2C(O1)c1ccccc1OC2(C)C (stereo not given),-12,x,x
CCOc1ccccc1OCCCOc1ccc(C)cc1Br,x,0.16,-0.05
CCCn1nc(NS(C)(=O)=O)c2cc3cccc(C)c3nc21,17,-1.2,-0.43
Cc1nn(Cc2c(F)c(F)c(F)c(F)c2F)c(C)c1NC(=O)c1ccc(COc2cc(Cl)ccc2Cl)cc1,-31,-2.1,-1.5
COc1cccc(C(CC(=O)NCCN2CCOCC2)NS(=O)(=O)c2ccc(C)cc2)c1OC (stereo not given),-8,0.06,-0.39
CC(C)NC(=O)NC(=O)COC(=O)c1ccccc1Oc1ccccc1,-19,-0.34,-0.31
CC(=O)OCC1=C(C(=O)O)N2C(=O)[C@@H](NC(=O)Cc3cccs3)[C@H]2SC1,-10,0.6,1.1

# Some values from the entries so far:
# Insulin prom inh with CN1C(=O)COc2ccc(C(=O)c3oc4ccccc4c3-c3cnc4c(c3)COc3ccccc3-4)cc21 stands at 57
# SDO1 yeast rescue Rescue 24 h with CC(C)NC(=O)NC(=O)COC(=O)c1ccccc1Oc1ccccc1 stands at -0.31
# Insulin prom inh with CC1(C#CC[N+]2(C)CCCCC2)CCC2C(O1)c1ccccc1OC2(C)C (stereo not given) stands at -12

# (list continues)
SMILES,Insulin prom inh,SDO1 yeast rescue,SDO1 yeast rescue Rescue 24 h
COc1ccc(-n2c(Cn3nnc4ccccc43)n[nH]c2=S)cc1,x,0.23,0.1
COc1cc(Br)c(C(C)NC(=O)c2ccccc2)cc1OC (stereo not given),x,-0.02,0.09
O=C(C1CC(c2ccc(F)cc2)=NO1)N1CCCc2ccccc21 (stereo not given),-19,-1.1,-0.62
CC(C)CC(NC(=O)C1CCC(C)CC1)C(=O)NCc1ccco1 (stereo not given),-7,x,x
CCCCNCCCOc1cccc(Cl)c1,-12,-0.69,-0.9
O=C(CSCSCC(=O)NCC1CCCO1)NCC1CCCO1 (stereo not given),x,0.27,0.2
COCCn1c(-c2ccsc2)nc2c1c(=O)[nH]c(=O)n2CC(C)C,7,0.16,0.07
O=C(NC1CCN(Cc2ccccc2)CC1)c1ccc(Cn2c(=S)[nH]c3ccc(N4CCOCC4)cc3c2=O)cc1,-57,x,x
CCCCc1n(CC(=O)c2ccc(Cl)cc2)c2ccccc2[n+]1C,19,x,x
CCCc1cc(=O)n2[nH]c(C)nc2n1,14,1.4,0.48
O=C(CN1C(=O)CCSc2ccccc21)Nc1ccccc1,x,0.23,0.67
CN1CCN(c2ccc(S(=O)(=O)N3CCCCC3)cn2)CC1,-6,0.44,0.18
CC(C)C1=C2CCCCC2NC(=O)N1 (stereo not given),x,1.1,1.8
Fc1cccc(-c2cc3nc4c(c(N5CCOCC5)n3n2)CCCC4)c1,9,-1.8,-1.7
CC(=O)c1ccc(Oc2cc(C(F)(F)F)cnc2C(N)=O)cc1,9,x,x
COc1ccc2c(c1)CC[C@@H]1[C@@H]2CC[C@]2(C)C(=O)CC[C@@H]12,-57,-1.3,-0.62
COc1cc(/C=N/NC(=O)CN2CCOCC2)ccc1OCc1ccccc1,-56,-0.1,-0.95
Cc1ccc(S(=O)(=O)N2CCOCC2)cc1NC(=O)COC(=O)CNC(=O)c1ccccc1,0,0.24,-0.1
CCOC(=O)N1CCN(C(=O)COc2cccc3c2CCN(Cc2ccc(F)cc2)C3=O)CC1,x,0.3,-0.61
CC(C)C(=O)Nc1nnn(C)n1,14,1,1.9
O=C(Nc1ccccc1N1CCCCC1)c1ccc(F)cc1,34,-0.37,-0.51
Cc1cccc(NC(=O)c2cc(S(=O)(=O)c3ccccc3)ccc2Cl)c1,24,0.06,0.77
COc1cc(-c2nc3cnccn3c2Nc2c(C)cccc2C)ccc1O,-21,-1.1,-0.52
Cc1onc(-c2ccccc2)c1C(=O)NCc1ccco1,-21,0.22,0.04
COc1ccc(N2CCN(c3nc(Nc4ccc(C)c(F)c4)nc(N4CCCC4)n3)CC2)cc1,-4,x,x
Cn1cc([N+](=O)[O-])c(C(=O)Nc2nc(-c3ccc(Cl)cc3)cs2)n1,25,-0.95,-0.12
N#Cc1c(N)nc2c(c1-c1ccc3c(c1)OCO3)CCc1ccccc1-2,x,-1.1,-1.5
CC(=O)c1ccc(NC(=O)CSc2ccc3nnc(-c4cccnc4)n3n2)cc1,-73,x,x
CCOc1ccc2c(c1)sc1nc(C(=O)OC)cc(=O)n12,-45,x,x
CN1CCN(C(=O)c2cc3c(ccc4ccccc43)oc2=O)CC1,x,0.24,-0.1
O=C(Cc1c(F)cccc1Cl)NCC1CCCO1 (stereo not given),14,0.24,-0.52
NC1=C(c2ccc([N+](=O)[O-])cc2)C(=O)CO1,-45,1.4,1
CC1CC(=O)C(C2c3ccccc3CCN2C(=O)CCl)C(=O)C1 (stereo not given),0,0.28,0.22
Cc1ccc(NC(=O)c2cc3c(s2)CCCC3)cc1S(=O)(=O)Nc1ccccc1Cl,0,-0.01,0.19
COc1cc(OC)nc(Oc2ccccc2C(=O)Oc2ccc(C)cc2)n1,-14,-0.25,0.08
Cc1cc(C)cc(NC(=O)N2CCCC2C(=O)NCc2ccco2)c1 (stereo not given),-29,x,x
CCn1c2ccccc2c2cc(NC(=O)COC(=O)c3cc(OC)c(OC)cc3OC)ccc21,x,-0.07,-0.22
O=C(Cn1nnc(-c2ccc(S(=O)(=O)N3CCCC3)cc2)n1)Nc1ccccc1-n1cccc1,0,-0.3,-0.69
CN1C(=O)N(C)C2(c3ccccc3)NC(=O)NC12c1ccccc1 (stereo not given),x,0.37,-0.25
COc1ccc2nc(NC(=O)c3cnccn3)sc2c1,33,-0.93,-0.6

# Entries of single compounds from above. Order of screens: Insulin prom inh, SDO1 yeast rescue, SDO1 yeast rescue Rescue 24 h
# Results for CC1CC(=O)C(C2c3ccccc3CCN2C(=O)CCl)C(=O)C1 (stereo not given) → 0, 0.28, 0.22
# Results for O=C(Cc1c(F)cccc1Cl)NCC1CCCO1 (stereo not given) → 14, 0.24, -0.52

# The list continues.
SMILES,Insulin prom inh,SDO1 yeast rescue,SDO1 yeast rescue Rescue 24 h
O=C(CSc1nnc(CNC(=O)C23CC4CC(CC(C4)C2)C3)n1-c1ccccc1)Nc1ccc(F)cc1,x,0.04,-0.46
COc1ccccc1OCCCn1cc(C#N)c2ccccc21,-114,-1.9,-2.3
O=C(O)CCCNC(=O)c1cccc(C(=O)NCCCC(=O)O)n1,0,1.1,0.37
CN(C(=O)COC(=O)c1cc(S(=O)(=O)N2CCOCC2)c(Cl)cc1Cl)C1CCS(=O)(=O)C1 (stereo not given),32,x,x
O=C1/C(=C/c2ccc(O)cc2)SC(=S)N1Cc1cccnc1,-27,0.37,0.5
COC(=O)C1CSC(C(=O)OC)N1C(=O)Nc1ccccc1 (stereo not given),6,0.43,0.17
O=C(/C=C/c1cn(-c2ccccc2)nc1-c1ccc2c(c1)OCCO2)NCCCN1CCOCC1,12,x,x
CC(Sc1ccc(Cl)cc1)C(=O)NCc1cccnc1 (stereo not given),-26,1.1,1.4
NC(N)=NC1=NC(=O)C(Cc2ccccc2)S1 (stereo not given),25,x,x
O=C(CC12CC3CC(CC(C3)C1)C2)NCc1ccncc1,x,-0.05,-0.35

# Retrieved one by one from the list above (2):
SMILES,Insulin prom inh,SDO1 yeast rescue,SDO1 yeast rescue Rescue 24 h
O=C(CC12CC3CC(CC(C3)C1)C2)NCc1ccncc1,x,-0.05,-0.35
COC(=O)C1CSC(C(=O)OC)N1C(=O)Nc1ccccc1 (stereo not given),6,0.43,0.17

# Later entries:
SMILES,Insulin prom inh,SDO1 yeast rescue,SDO1 yeast rescue Rescue 24 h
O=C(Nc1ccc(Cl)cc1)C1c2cccc[n+]2CC(=O)N1Cc1ccc2c(c1)OCO2 (stereo not given),57,x,x
O=C1CC(=O)N(Cc2cccs2)C(=O)N1,42,0.91,0.24
COc1ccc(CNc2ncnc3cc(OC)c(OC)cc23)cc1,23,0.35,-0.03
COc1cc(C(=O)NC2CC3CCCC(C2)N3C2CC2)cc(OC)c1OC (stereo not given),-3,0.35,0.11
Cc1cc(F)c(F)c(C(=O)N2CCC(C)CC2)c1Cl,-36,x,x
O=C1Nc2ccc(Br)cc2/C1=N/N=C/C1=C(N2CCOCC2)C(=C\c2ccccc2)/CC1,27,0.23,-0.12
COc1cc2[nH]c(=S)nc(NCCc3ccc(C)cc3)c2cc1OC,20,x,x
N#CC1=C(N)OC2=C(CN(Cc3ccccc3)C/C2=C\c2cccnc2)C1c1cccnc1 (stereo not given),x,-0.8,-0.99
CCOC(=O)c1cnc2ccc(Cl)cc2c1N1CCN(C)CC1,10,0.56,0.16
Cc1ccc(NC(=S)NCCSc2ccc(Cl)cc2)c(C)c1,25,-2.3,-1.8
CCCCOc1ccc(C(C)(O)CCN2CCOCC2)cc1 (stereo not given),38,0.29,0.41
O=C(CC(C(=O)O)c1c[nH]c2ccccc12)c1ccccc1 (stereo not given),50,x,x
